Screening results as filed in PubChem.
ERK EGF inh: inhibitors of EGF-stimulated ERK signaling pathway; Potency, µM (titrated, usually from 11.5 µM), for the others: at the top dose activity change, negative = inhibition, most hits filed as inhibitors; 130,000 compounds, 0.41% hits; AID 1454; HEK293-V1b, EGF-stimulated phospho-ERK AlphaScreen; active means well fitted inhibition curve with a large enough effect; inconclusive means small, poorly fitted or top-dose-only effect, or effect the other way;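 further: plate controls were stimulated vehicle wells for no effect and unstimulated vehicle basal for full effect; nearly all actives have a fitted effect of over 55% in size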
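Compounds are titrated over HEK293-V1b cells kept overnight in 1% FBS. After 30 min at 37C, EGF (25 nM final) triggers ERK phosphorylation for 5 min, measured by AlphaScreen in lysates.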
Starred values were filed as active, the others as inactive; ? = inconclusive; [ ] = dose if it differs, or a comment. Potency means the concentration at half of the fitted maximal effect. Only part of the results is shown; the hit share may differ from the screen's.

Molecule | ERK EGF inh
CCOC(=O)CSc1nnc(CNC(=O)c2ccc(S(=O)(=O)N3CCOCC3)cc2)n1C | 1.6%
CCNC(=O)CN(c1ccc(Br)c(C)c1)S(C)(=O)=O | -5.0%
CC/C(=N\NC(=O)c1cc(C)nc2ccccc12)c1ccc(C)s1 | 7.1%
CCCCCC(=O)Nc1ccc(-c2cn3cccnc3n2)cc1 | -4.1%
CC(O)CNCCOc1ccccc1OCc1ccccc1 (stereo not drawn) | -2.8%
Cc1cc(C)n(-c2ccc(C(=O)NC3CCCCC3)cc2)n1 | -4.4%
COc1ccc(Oc2c(C)nc(SCC(=O)c3ccc(Cl)cc3)[nH]c2=O)cc1 | -0.4%[57.5 µM]
Cc1ccc(CS(=O)(=O)c2nsc(C)c2C#N)cc1 | 1.0%
Fc1ccc(C2c3cccn3CCN2C(=S)Nc2cccc(Br)c2)cc1 (stereo not drawn) | 3.7%
COc1ccc(C2=NN(C(=O)c3ccccc3)C(c3cccc([N+](=O)[O-])c3)C2)cc1 (stereo not drawn) | -3.0%[57.5 µM]
Cc1ccc(NC(=O)c2nc[nH]c2C(=O)N[C@@H](C)c2ccccc2)cc1 | 4.2%[57.5 µM]
CCc1cccc2nc3c(c([Si](C)(C)C)c12)Cn1c-3cccc1=O | -1.2%
BrC(=C\c1ccccc1)/C=N/N1CCN(c2ccccc2)CC1 | ?
Cc1cc([N+](=O)[O-])c(C)cc1-c1ccc(/C=N/NC(=O)c2cccnc2)o1 | -2.0%
O=C(NNC(=O)c1ccc([N+](=O)[O-])cc1)c1ccncc1 | 9.1%
CCOc1ccc(CCN2CN(C3CCCCC3)CNC2=S)cc1OCC | -15.3%[57.5 µM]
S=C(NCCC1=CCCCC1)NCc1ccco1 | -6.4%
Fc1ccc(OCc2nnc(SCCN3CCOCC3)o2)cc1 | -15.6%
COc1ccccc1-c1nnc(SCC(=O)O)n1-c1ccc(C)cc1 | 1.2%
COc1ccc(N(C)C(=O)c2onc3c2CCCC3)cc1 | 8.2%

A second format for part of the listing above.
ERK EGF inh	SMILES
1.6%	CCOC(=O)CSc1nnc(CNC(=O)c2ccc(S(=O)(=O)N3CCOCC3)cc2)n1C
-1.2%	CCc1cccc2nc3c(c([Si](C)(C)C)c12)Cn1c-3cccc1=O

Additional entries.
Molecule | ERK EGF inh
CCOc1ccccc1NC(=O)Cc1coc2ccc(C)cc12 | -1.4%
COc1ccc(Cl)cc1C(=O)NNC(=O)CSc1nnc2ccccn12 | 3.0%
CCOC(=O)c1cnc(SCC)[nH]c1=O | 6.7%[57.5 µM]
C=CCNC(=S)NN=C1CCCCCCC1 | 2.6%
S=c1[nH]cnc2sc(Nc3ccccc3)nc12 | 4.6%[57.5 µM]
O=C(COC(=O)CCSc1ccc(Cl)cc1)NCc1ccco1 | 7.0%
COc1cccc(NC(=O)CSc2nc3ccsc3c(=O)n2-c2ccc(C(=O)O)cc2)c1 | -12.6%
COc1cc(OC)c2c(-c3ccccc3)cc(=O)oc2c1C(CCN1CCCCC1)c1ccc2c(c1)OCO2 (stereo not drawn) | -4.3%[57.5 µM]
CC(C)OC(=O)/C(=C/c1ccco1)c1ccccc1 | -6.1%[57.5 µM]
Cc1ccc(-n2c(SCC(=O)Nc3ccc(N4CCOCC4)cc3)nc3ccccc3c2=O)cc1 | -5.5%
Cc1nn(C)c(C(=O)NNC(=S)NC2CCCCC2)c1Br | 6.0%
Cc1ccc(OCCC(=O)Nc2ccc(F)c(F)c2)cc1 | 8.3%
COCCNC(=O)CSc1nc2ccccc2c(=O)n1CCC(=O)NCCc1ccc(OC)c(OC)c1 | 29.0%
COc1ccc(CN2CCN(Cc3cccc4nonc34)CC2CCO)c(C)c1C (stereo not drawn) | 0.2%
CCC1(C)NC(=O)N(CC(=O)Nc2sc3c(c2C(=O)OC)CCCCC3)C1=O (stereo not drawn) | 1.1%
CCN(CC)CCCOC(=O)c1ccc(OC)cc1O | -7.9%
OCC1OC(n2cnc3c(Cl)nc(Cl)nc32)C(O)C1O (stereo not drawn) | 23.1%
Cc1c(Br)c([N+](=O)[O-])nn1CC(=O)NCc1ccccc1 | 0.7%
N#Cc1ccc(OCC(=O)NC2=NCCS2)cc1 | 5.4%
Cc1c(Cl)cnc(NC(=O)CSc2nncs2)c1Cl | ?
O=C(Cc1ccc(-c2ccccc2)cc1)NC1CCCC1 | -4.0%
CCOP(=O)(CN(CC)C(=O)c1ccccc1Br)OCC | 0.2%[57.5 µM]
CCC(C)NCC(O)(c1ccc(Cl)cc1)c1ccc(Cl)cc1 (stereo not drawn) | -2.2%
COc1cc(C(=O)NCC(=O)N/N=C/c2cccs2)cc(OC)c1OC | -4.8%
COc1ccccc1/C=C/C=C1\Oc2c(ccc(O)c2CN(C)C)C1=O | 2.9%[57.5 µM]
Cc1ccc2c(c1)C(O)(CC(=O)c1ccc(C)s1)C(=O)N2 (stereo not drawn) | -1.1%
O=C(Cn1cnc2scc(-c3cccc([N+](=O)[O-])c3)c2c1=O)NCc1ccco1 | 4.1%
CN(C)S(=O)(=O)c1cccc(C(=O)Nc2ccc(N3CCOCC3)cc2)c1 | -2.7%[57.5 µM]
Cc1cc(C)nc(N/N=C2/CCCC/C2=C\c2ccccc2)n1 | 3.6%
Cc1csc(=Nc2ccccc2)n1Cc1ccco1 | -1.5%
O=CN/C=C/c1cc(F)cc(F)c1F | -14.6%
CNNC(=S)Nc1cccc(C(F)(F)F)c1 | -4.4%[57.5 µM]
NC(=O)CCCSc1nc2ccccc2[nH]1 | -3.5%
CCn1c(-c2csc3ccccc23)n[nH]c1=S | -0.9%
O=C(/C=C/c1ccccc1)c1c[nH]c2ccccc12 | -14.9%[57.5 µM]
O=C(c1ccco1)N1CCC2(CC1)CCN(c1ccncc1)CC2 | 2.8%
COCCNc1ccnc(-c2c(C)noc2C)n1 | 19.6%
CC1(OC(=O)c2cnc3ccccc3n2)C(=O)C=C2C=C(C3CC3)OC=C2C1=O (stereo not drawn) | 3.9%
CCc1ccc(C(c2c(C)nn(-c3ccccc3)c2N)c2c(C)nn(-c3ccccc3)c2N)cc1 | -2.7%
O=C(O)CC(NC(=O)C12CC3CC(CC(C3)C1)C2)c1ccc(OC2CCCC2)cc1 (stereo not drawn) | 4.0%
COc1cccc(/C=C/C(=O)OCC(=O)NCc2ccc(Cl)cc2)c1 | -22.5%
Cc1ccc(C2=NOC(C)(c3nnc(-c4ccc(Cl)cc4)o3)C2)cc1 (stereo not drawn) | -1.7%[57.5 µM]
O=C(CCc1ccccc1)Nc1nc2c(F)cc(F)cc2s1 | -3.8%[57.5 µM]
CCOC(=O)C1CCN(CC(O)COCc2ccc3c(c2)OCO3)CC1 (stereo not drawn) | -2.5%[57.5 µM]
CC1=C(C(=O)Nc2cccc([N+](=O)[O-])c2)C2(CCC(C)CC2)OC1=O (stereo not drawn) | -4.9%
CCn1c2ccccc2c2cc(NC(=O)COC(=O)c3cc(S(=O)(=O)N4CCCCC4)ccc3Cl)ccc21 | 1.0%
O=C(/C=C/c1cccc([N+](=O)[O-])c1)N1CCN(c2ccc(F)cc2)CC1 | 5.8%
COc1ccc(C(=S)N2CCN(c3ccccc3C)CC2)cc1 | 3.6%[57.5 µM]
Cc1ccc(-c2nnn(CC(=O)N(Cc3ccco3)C(C(=O)NC(C)(C)C)c3ccc(C)o3)n2)o1 (stereo not drawn) | -6.7%
COC(CNC(=O)C(=O)NCC1OCCN1C(=O)c1ccc(Cl)cc1)OC (stereo not drawn) | -11.1%
CC(=O)c1ccc2c(c1)CC(C)C(=O)N2C (stereo not drawn) | 28.8%
CC(NC(=O)C1CCC(CNS(=O)(=O)c2ccccc2)CC1)c1ccc2c(c1)OCCO2 (stereo not drawn) | -3.2%
CNc1nc2c(Cl)cc(Cl)cc2s1 | 8.6%[57.5 µM]
COC(=O)c1ccc(-n2cncn2)c([N+](=O)[O-])c1 | -8.9%
O=C(NC(=S)NCCC1=CCCCC1)c1ccco1 | -6.5%
O=C(Cn1c(COc2ccccc2)nc2ccccc21)Nc1cc(Cl)cc(Cl)c1 | 6.1%
CCCNS(=O)(=O)c1ccc(OCC(=O)Nc2ccc3c(c2)OCO3)cc1 | -7.7%
COc1ccc(C(=O)NC(=S)N2CCNC(=O)C2)cc1Br | -5.0%
O=S1(=O)CC/C(=N\O)c2ccccc21 | 2.9%
O=C1NC(=O)C(Cc2ccccc2)(c2cccnc2)N1 (stereo not drawn) | -0.8%[57.5 µM]

Continued.
Molecule | ERK EGF inh
COc1cccc(CC2(CO)CCCN(CC3=Cc4cc(Cl)ccc4OC3)C2)c1 (stereo not drawn) | -7.6%
CC1(C(=O)NC(=S)NNC(=O)c2ccncc2)CCCCC1 | -8.7%
CC(C)CNS(=O)(=O)c1ccc(CCC(=O)NCCC2=CCCCC2)cc1 | 10.5%
c1ccc(-c2nc(N3CCOCC3)cc(N3CCOCC3)n2)cc1 | -12.4%
Cc1cccc(NC(=S)N(Cc2cccc(Br)c2)CC2CCC(C(=O)O)CC2)c1 (stereo not drawn) | -10.3%
Cc1cccc(C(=O)OCC(=O)NCc2cccs2)c1 | -5.1%
O=C(NCc1cccc(C(F)(F)F)c1)C1CC(c2ccccc2C(F)(F)F)=NO1 (stereo not drawn) | 2.4%[57.5 µM]
Cc1cccc(CSc2nn3c(=O)c(C)nnc3s2)c1 | -5.2%
CC1CC2(CCCCC2)Nc2ccc3ccccc3c21 (stereo not drawn) | -6.2%
O=C(Nc1ccc(N2CCN(c3ccc(C(F)(F)F)cn3)CC2)nc1)c1cccs1 | -4.0%[57.5 µM]
CCn1nnc(NC(=O)C(c2ccccc2)c2ccccc2)n1 | -2.7%
COc1ccc2c(c1OC)C(=O)OC2[C@H]1c2c(cc3c(c2OC)OCO3)CCN1C (stereo partly drawn) | 6.8%[25.7 µM]
CCCCn1c(=O)[nH]c(=O)c2c1nc(-c1ccc3ccccc3c1)n2CC | 8.9%
COC(=O)c1c(NC(=O)C2Cc3ccccc3C(=O)O2)sc2c1CCCC2 (stereo not drawn) | -4.5%
O=C(Nc1cccc(Cl)c1)N1N=CCC1c1ccccc1 (stereo not drawn) | -0.8%[57.5 µM]
CCOC(=O)N1CCN(c2cc(C)c([N+](=O)[O-])cc2F)CC1 | 4.7%
COc1cc(OC)c2ccc(=O)oc2c1C(CC(=O)N1CCOCC1)c1ccc(N(C)C)cc1 (stereo not drawn) | -4.0%[57.5 µM]
CC(=O)c1cc(C#N)c(SCC(=O)Nc2nccs2)nc1C | -5.1%
CC1COc2ccccc2N1C(=O)c1ccc(Cl)nc1 (stereo not drawn) | -14.1%
CN1Cc2c(N3CCOCC3)nc3sc(C(=O)c4ccc(Br)cc4)c(N)c3c2CC1(C)C | 35.5µM*

Taken from above.
Entry for Cc1cccc(C(=O)OCC(=O)NCc2cccs2)c1 in ERK EGF inh: -5.1%
Entry for CCOC(=O)N1CCN(c2cc(C)c([N+](=O)[O-])cc2F)CC1 in ERK EGF inh: 4.7%
Entry for c1ccc(-c2nc(N3CCOCC3)cc(N3CCOCC3)n2)cc1 in ERK EGF inh: -12.4%
Entry for CC(C)CNS(=O)(=O)c1ccc(CCC(=O)NCCC2=CCCCC2)cc1 in ERK EGF inh: 10.5%
Entry for Cc1cccc(NC(=S)N(Cc2cccc(Br)c2)CC2CCC(C(=O)O)CC2)c1 (stereo not drawn) in ERK EGF inh: -10.3%
Entry for COc1cccc(CC2(CO)CCCN(CC3=Cc4cc(Cl)ccc4OC3)C2)c1 (stereo not drawn) in ERK EGF inh: -7.6%
Entry for CC1(C(=O)NC(=S)NNC(=O)c2ccncc2)CCCCC1 in ERK EGF inh: -8.7%

(list continues)
Molecule | ERK EGF inh
C=CCN(c1ccccc1)S(=O)(=O)c1cccc(C(=O)Nc2nc3ccccc3[nH]2)c1 | 7.0%
CCNC(=O)NCCNC(=O)c1cc(OCC(F)(F)F)ccc1OCC(F)(F)F | -7.3%
COCc1cc(=O)[nH]c(/N=C(\N)Nc2cccc(Cl)c2)n1 | -1.8%
O=S(=O)(O)c1ccc(N2N=C(c3ccccc3)CC2c2ccccc2)cc1 (stereo not drawn) | 4.7%
COc1cc(NC(=O)c2cc(Br)cc(C)c2OC)ccc1NC(=O)C(C)C | ?
CCCOc1ccccc1N/C(N)=N/c1nc(C)cc(C)n1 | 11.2%
Cc1ccnc2nc(C(=O)NCc3ccccc3)nn12 | -0.9%
COc1ccccc1/C=C1\SC(=S)N(CC(=O)Nc2nnc(C)s2)C1=O | -29.8%
Cc1ccc(S(=O)(=O)/N=C(/NC(=S)Nc2c(C)n(C)n(-c3ccccc3)c2=O)c2ccccc2)cc1 | 8.4%[57.5 µM]
COC(=O)CCC(=O)OC1(C)C(=O)C=C2C=C(C3CC3)N(CCCOC(C)C)C=C2C1=O (stereo not drawn) | -2.3%[57.5 µM]
CC(=O)c1cccc(N(C(=O)Cn2nnc3ccccc32)C(C(=O)NCc2ccccc2)c2ccccn2)c1 (stereo not drawn) | 2.5%
Cc1cc(NC(=O)CCN2C(=O)C3C4CCC(C4)C3C2=O)cc(C)c1Br (stereo not drawn) | 3.0%
O=C(NNS(=O)(=O)c1ccc(CCCl)cc1)C(O)(c1ccccc1)c1ccccc1 | -9.3%
CC(C)[C@@H](CC(=O)N[C@@H]1CCCC[C@H]1C(=O)N[C@H](CC(=O)N[C@@H](CCC(=O)O)CC(=O)O)Cc1c[nH]c2ccccc12)NC(=O)C[C@H](CO)NC(=O)[C@@H]1CCCC[C@H]1N | -11.2%
CCOc1ccc2[nH]c(=O)c(C(c3nnnn3Cc3ccco3)N3CCN(C)CC3)cc2c1 (stereo not drawn) | 1.9%
Cc1ccc(CN=C(N)Nc2nc(C)cc(C)n2)cc1 | -7.3%
O=C(NCCc1nnc2ccc(NCc3cccnc3)nn12)c1ccccc1F | 3.3%
CCO[C@@H]1OC(C(=O)NCc2ccccc2)=C[C@H](C2CCCCC2)[C@H]1CCCO | -2.3%[57.5 µM]
O=C(NC1CCc2ccccc21)C1CCN(S(=O)(=O)c2ccc(Cl)cc2)CC1 (stereo not drawn) | 2.8%
